Screening data from PubChem BioAssay.
OX1R antag-1 = OX1R (HCRTR1) antagonists, primary screen, fluorescence, CHO/OX1R cells, Fluo-8 calcium, orexin A. Orexin/Hypocretin receptor type 1 (Homo sapiens), O43613. Fluo-8 calcium fluorescence. inhibition, % at 5 µM. hit rate 0.43% among 330,000. AID 434989, 2010;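 active means inhibition above its plate's threshold, mean inhibition of all tested compounds on the plate plus 3 SD, cut at about 37% in these data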;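 further: 0% = orexin A challenge wells and 100% = SB-334867-A antagonist wells; not every result past the cut was called active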
Target sequence (O43613 whole entry, looked up): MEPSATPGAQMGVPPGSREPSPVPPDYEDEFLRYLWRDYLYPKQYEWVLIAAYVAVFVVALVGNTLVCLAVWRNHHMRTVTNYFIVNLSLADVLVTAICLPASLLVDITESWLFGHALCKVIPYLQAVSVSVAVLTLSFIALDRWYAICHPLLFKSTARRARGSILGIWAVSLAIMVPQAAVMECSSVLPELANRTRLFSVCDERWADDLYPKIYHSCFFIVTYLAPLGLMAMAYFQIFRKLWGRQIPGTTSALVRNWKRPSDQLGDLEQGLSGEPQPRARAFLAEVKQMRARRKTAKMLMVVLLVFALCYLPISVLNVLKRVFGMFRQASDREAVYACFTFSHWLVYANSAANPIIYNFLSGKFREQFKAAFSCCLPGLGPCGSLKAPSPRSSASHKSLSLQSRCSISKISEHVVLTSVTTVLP
OX1R antag-2 = antagonists of human orexin 1 receptor (OX1R); OX1R-expressing cells, FRET antagonist read-out; Orexin/Hypocretin receptor type 1 (Homo sapiens), O43613; AID 485270, 2010; hit rate 1.8% among 330,000; inhibition, % at 6.6 µM; in the data active means inhibition mostly above about 38%, no sharp cut-off; inactive means mostly below about 40%;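 further: 0% = agonist challenge alone and 100% = reference antagonist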
Active calls of the source: *.

OX1R antag-1 | OX1R antag-2 | Structure
-4.3 | 6.4 | COc1ccc(NC(=O)C2Cc3cc(S(=O)(=O)N4CCCCC4)ccc3N2C(C)=O)cc1Cl (stereo unspecified)
-12.9 | 13.2 | C/C=C/c1ccc(O)c(OC)c1
0.9 | 1.3 | COc1ccc(C(=O)NC(=S)Nc2cc3oc4ccccc4c3cc2OC)cc1
-22.2 | -3.6 | COCCn1c(SCC(=O)Nc2c(C)n(C)n(-c3ccccc3)c2=O)nc2ccccc2c1=O
-17.4 | 7.9 | Cc1c(N(C(=O)c2cnccn2)C2(C(=O)NC3CCCC3)CCCCC2)c(=O)n(-c2ccccc2)n1C
-7.1 | 10.4 | Nc1ccc(C(=O)N/N=C/c2ccccc2)cc1
2.5 | 11.9 | CCOc1ccc(-c2n[nH]c(=S)n2/N=C/c2cc3c(cc2[N+](=O)[O-])OCO3)cc1
-4.6 | 3.6 | COc1ccc(/C=C/C(=O)Nc2cccc(S(=O)(=O)NC3=NCCCCC3)c2)c(OC)c1
0.0 | 20.0 | COc1cc2c(cc1OC)CN(C(=O)c1cccc([N+](=O)[O-])c1)CC2
-21.9 | 16.3 | COCCCn1c(C)c(C(C)=O)cc(NC(=O)c2ccccc2)c1=O
4.0 | 3.0 | Nc1c(N2CCCCC2)c(=O)[nH]c(=O)n1-c1ccccc1
-4.9 | 24.1 | CCc1ccc(Oc2coc3cc(OC(=O)c4cc5ccccc5oc4=O)ccc3c2=O)cc1
-10.8 | 11.6 | O=C1C(CSCc2ccccc2)NC(=S)N1c1ccccc1 (stereo unspecified)
-16.8 | 6.9 | Cc1ccccc1C(=O)Nc1c(-c2cccs2)c(=O)c2ccccc2n1C
-7.3 | 5.1 | O=C(c1ccco1)N1CCN(Cc2cc(=O)c(OCc3cccc(F)c3)co2)CC1
0.3 | 7.0 | Cc1cc(C)c(S(=O)(=O)NCC(=O)O)cc1C
-20.0 | -0.3 | Cn1c(=O)cc(SCC(=O)NCc2cccnc2)c2ccccc21
-13.0 | 15.4 | C/C(=N\NC(=O)c1c[nH]c2ccccc12)c1ccc2c(c1)OCO2
-32.1 | -0.5 | Cc1ccc(NS(=O)(=O)c2ccc3c(c2)oc(=O)n3C)cc1F
-2.1 | 13.3 | C#C[C@]1(OC(C)=O)CCC2C3CCC4=CC(=O)CC[C@@H]4C3CC[C@@]21C (stereo partly specified)
-12.0 | 6.6 | CN1CCN(C(=O)CN2C(=O)CC(C)(C)S(=O)(=O)c3ccccc32)CC1
-26.1 | 9.3 | CCc1ccc(-n2c(O)cnc2Nc2nc(C)cc(C)n2)cc1
-3.5 | 19.8 | CC(C)(C)c1ccc(OCCCC(=O)NNC(=O)c2ccccc2O)cc1
-15.8 | 11.8 | COc1cc(C(=O)O[C@H]2CC(C)=CC[C@@]3(C)CC[C@@](O)(C(C)C)[C@H]23)ccc1O
-4.1 | 1.8 | CCn1c(SCC(=O)Nc2nccs2)nnc1-c1ccco1
-18.8 | 7.4 | COc1cccc(NC(=O)COc2ncnc3sc(C)c(C)c23)c1
-12.2 | 11.4 | Cc1nnc(Nc2ccc(O)cc2)[nH]c1=O
-5.2 | 1.6 | Cc1cc(C(=O)O)ccc1[N+](=O)[O-]
-6.4 | 13.3 | COc1cc(/C=N/Nc2nc(C)cc(=O)[nH]2)ccc1OC(=O)c1cccnc1
-16.7 | 8.6 | COc1ccc(-c2csc3ncnc(Oc4ccc5c(C)cc(=O)oc5c4)c23)cc1
-14.2 | 8.4 | Cc1cc(NC(=O)c2cccs2)ncc1NC(=O)C(C)(C)C
-0.7 | 0.1 | O=P(O)(O)c1cc(-c2ccccc2)oc1-c1ccccc1
-17.9 | 27.8 | CCCCc1c(O)nc(SCC(=O)Nc2ccc3c(c2)CCC3)[nH]c1=O
-15.8 | 74.2* | CC1CCCN(C(=O)COC(=O)CSc2ccc(C(N)=O)cc2[N+](=O)[O-])C1 (stereo unspecified)
-6.5 | 21.2 | CN(c1cccc(Cl)c1)S(=O)(=O)c1cccc(C(=O)Nc2ccc3c(c2)CCC3)c1
-6.8 | 2.8 | COCCCNC(=S)Nc1cccc(SC)c1
-11.9 | 6.6 | CCCCN(C(=O)c1ccc(Cl)cc1)C1CC2CCC(C1)N2C (stereo unspecified)
-11.7 | 1.5 | COc1ccc(CCc2cc(OC)cc(=O)o2)cc1
-3.6 | 6.1 | COc1ccc(CCNC(=O)CSc2ccccn2)cc1OC
0.1 | 8.6 | Cn1nc(C(F)(F)F)c(-c2ccccc2)c1NC(=O)c1nccnc1C(=O)O
-8.0 | 19.5 | CCCc1cc(=O)oc2cc(OCC(=O)NCc3ccccn3)ccc12
-35.0 | -9.3 | COC(=O)c1cn(-c2ccccc2)nc1-c1ccc(OC)c(OC)c1
-21.1 | 35.0 | Cc1cccc(-c2noc(CN(C(=O)c3ccc(Br)o3)C(C)C)n2)c1
-18.8 | 17.3 | Cc1ccc(C)c(S(=O)(=O)c2c(C)cc(C)nc2Cl)c1
-21.9 | 23.1 | CN(CC(=O)NNC(=O)c1cccnc1)S(=O)(=O)c1cc(Cl)ccc1Cl
-9.7 | 43.4 | CN=Cc1nc(-c2ccccc2)oc1O
-1.0 | -0.5 | COCC(C)NS(=O)(=O)c1ccc(NC(=O)C(Cc2ccccc2)NC(N)=O)cc1 (stereo unspecified)
4.7 | 3.2 | COc1ccc([C@@H]2Sc3ccccc3NC(=O)[C@@H]2O)cc1
-33.4 | 6.8 | CCOC(=O)c1cnc2c(OC)cccc2c1N1CC(C)CC(C)C1 (stereo unspecified)
-20.2 | 13.3 | CCCn1nnc(NC(=O)C(c2ccccc2)c2ccccc2)n1
-15.8 | 18.0 | COc1ccc(C2=NN(c3ccccc3)C(c3cccs3)C2)cc1 (stereo unspecified)
-2.0 | 14.9 | CCCCNC(=O)Cn1c(-c2ccc(OC)cc2)noc1=O
-13.0 | 6.4 | O=C(NCc1ccc(F)cc1)N1CCN(C(=O)c2ccccc2)CC1
-7.2 | 30.9 | C1CC2CN(c3nc4nonc4nc3N3CCSCC3)CCN2C1 (stereo unspecified)
-14.2 | 29.2 | CN(C)c1ccc(/C=N\Nc2nc(-c3ccccc3)cc(=O)[nH]2)cc1
12.0 | 11.6 | CC(C)NC(=O)c1ccc(NC(=O)CC2SC(N3CCCCC3)=NC2=O)cc1 (stereo unspecified)
-33.6 | 23.6 | COC(=O)c1sccc1NC(=O)c1cc2c(s1)CCCC2
-11.9 | 13.6 | O=C(Cn1nnc2ccccc21)NCc1ccccc1
-1.9 | 10.8 | CCN(Cc1ccccc1)C(=O)c1cc(S(=O)(=O)N2CCOCC2)cn1C
-24.6 | 19.4 | COc1cccc(C(=O)C2CCCN(C(=O)c3cccc(C#CC(C)(C)O)c3)C2)c1 (stereo unspecified)

Quoted at random: two compounds from above
OX1R antag-1 | OX1R antag-2 | Structure
-33.4 | 6.8 | CCOC(=O)c1cnc2c(OC)cccc2c1N1CC(C)CC(C)C1 (stereo unspecified)
-15.8 | 18.0 | COc1ccc(C2=NN(c3ccccc3)C(c3cccs3)C2)cc1 (stereo unspecified)

Later entries:
OX1R antag-1 | OX1R antag-2 | Structure
-17.4 | 20.5 | Cc1ccc2nsnc2c1NC(=O)c1ccc(-c2cc(Cl)ccc2Cl)o1
-38.2 | 7.9 | CCN(CC(=O)NCc1cccs1)C(=O)c1cccc(S(=O)(=O)N2CCc3ccccc32)c1
-31.2 | 11.2 | COC(=O)C/C(O)=C(/N=Nc1cccc(C(F)(F)F)c1)C(=O)OC
-5.0 | 61.4 | COc1ccc(-c2ccc(C(=O)O)o2)c([N+](=O)[O-])c1
-7.2 | 6.6 | CC(=O)Nc1sc2c(c1C#N)CC(C)(C)NC2(C)C
-4.1 | 17.0 | Cc1cc(NC(=O)CN2C(=O)S/C(=C\c3ccccc3)C2=O)no1
-8.8 | 3.9 | O=C(CCN1C(=O)/C(=C/c2ccc(Cl)cc2)SC1=S)Nc1cccc(C(=O)O)c1
-10.0 | 0.5 | CC(/C=N/n1c(-c2ccccn2)n[nH]c1=S)=C\c1ccccc1
-23.7 | 7.1 | CCC(c1nnc(SCC(=O)Nc2ccc(C(C)=O)cc2)n1C1CCCCC1)N(C)C (stereo unspecified)
-6.9 | 18.7 | COc1ccc2c(-c3cc4ccc(OCc5ccc(F)cc5)cc4oc3=O)cc(=O)oc2c1
3.3 | 10.7 | COc1ccc(/[N+]([O-])=C/c2ccoc2)cc1
-23.1 | 13.7 | Cc1cc(C)cc(NC(=O)N2C3CCCC2CC(NC(=O)C2CC2)C3)c1 (stereo unspecified)
-3.4 | 13.2 | O=C(CCc1n[nH]c(=O)[nH]c1=O)N1CCOCC1
-12.7 | 11.5 | Cc1ccccc1CSCC(=O)NCc1ccco1
-22.9 | 11.1 | Cc1cc(=O)oc2cc(OCC(=O)Nc3c(Cl)cccc3C(F)(F)F)ccc12

Record cards, from the list above.
COc1ccc2c(-c3cc4ccc(OCc5ccc(F)cc5)cc4oc3=O)cc(=O)oc2c1 in the list: OX1R antag-1: -6.9; OX1R antag-2: 18.7
COc1ccc(CCNC(=O)CSc2ccccn2)cc1OC in the list: OX1R antag-1: -3.6; OX1R antag-2: 6.1
CCN(Cc1ccccc1)C(=O)c1cc(S(=O)(=O)N2CCOCC2)cn1C in the list: OX1R antag-1: -1.9; OX1R antag-2: 10.8

Gathered by group: those above containing a tert-butyl group (2)
OX1R antag-1 | OX1R antag-2 | Structure
-3.5 | 19.8 | CC(C)(C)c1ccc(OCCCC(=O)NNC(=O)c2ccccc2O)cc1
-14.2 | 8.4 | Cc1cc(NC(=O)c2cccs2)ncc1NC(=O)C(C)(C)C

(next part)
OX1R antag-1 | OX1R antag-2 | Structure
3.9 | 7.6 | Cc1c(NC(=O)c2cc(-c3ccccc3O)on2)c(=O)n(-c2ccccc2)n1C
-4.2 | 7.7 | C=CCc1c(C)[nH]c(=O)[nH]c1=O
-7.1 | 44.5 | CCN1/C(=C2\C(=O)N(C)C(=S)N2C)C=Cc2ccccc21
-11.9 | 19.4 | O=C1OCC/C1=C\c1ccccc1O
-28.4 | 15.4 | COc1ccc(Cl)cc1S(=O)(=O)N1CCC(C(=O)NCc2ccccn2)CC1
-6.2 | 9.4 | O=C(CC1C(=O)NCCN1Cc1ccccc1)NCCCOc1cccnc1 (stereo unspecified)
-16.6 | 4.7 | CCOc1ccc(C(=O)Nc2ccc3nc(N4CCN(CC)CC4)cc(C)c3c2)cc1
-21.0 | 13.0 | CC1Nc2ncnc(N3CCN(c4ccccc4)CC3)c2N(Cc2ccc(Cl)cc2)C1=O (stereo unspecified)
-1.3 | 6.5 | CCOC(=O)C1=C(N)Oc2cc(O)ccc2C1c1ccc(C)cc1 (stereo unspecified)
4.5 | 2.7 | CCOC(=O)C1CCCCN1Cc1cccc(C(F)(F)F)c1 (stereo unspecified)
-25.8 | -3.3 | Cc1nnc(SCC(=O)NC2CCCc3c2cnn3-c2ccc(F)cc2F)o1 (stereo unspecified)
-24.6 | 14.3 | COCCNC(=O)NC(=O)CN1CCN(C(c2ccccc2)c2ccccc2)CC1
-18.3 | 14.2 | CC1=NN(C(=O)Cn2nc([N+](=O)[O-])c(Br)c2C)C(O)(C(F)(F)F)C1 (stereo unspecified)
-45.1 | 8.7 | CC(C)C[C@H](NC(=O)c1[nH]cnc1C(=O)N[C@@H](C)c1ccccc1)C(=O)OC(C)(C)C
-12.6 | 15.7 | Cc1ccc(N2C(=O)[C@@H]3C(C(=O)C(c4ccccc4)c4ccccc4)=NN[C@@H]3C2=O)cc1
-5.0 | 5.8 | O=C(O)CCSCCC(=O)O
10.9 | 10.6 | C/C(N)=C(/C#N)C(=O)CSc1nnc(COc2cc(C)ccc2C)o1
2.4 | 3.8 | CCCn1cc(CN2CCC(Oc3ccc(C(=O)N4CCCC4)cc3)CC2)c(C)n1
-0.9 | 25.8 | COc1ccc(-c2cc(C(=O)Nc3cccc(S(=O)(=O)NCc4ccco4)c3)c3ccccc3n2)cc1OC
-35.3 | 4.2 | CN(C)C(=O)CCc1ccc2c3c([nH]c2c1)[C@]1(CCc2ccccc2)[C@@H](C(=O)N2CCCCC2)C[C@H](CC(=O)NCc2cccc(C(F)(F)F)c2)C(=O)N1CC3
-21.2 | 4.2 | C=C[C@H](CC(C)C)N(Cc1ccccc1)S(=O)(=O)N(Cc1ccccc1)[C@@H](C=C)CC(C)C
-26.5 | 15.1 | CCC(C)NS(=O)(=O)c1ccc(OCC(=O)Nc2ccc(F)cc2F)cc1 (stereo unspecified)
0.1 | 7.7 | CC1CC(C(F)F)n2nc(C(=O)O)cc2N1 (stereo unspecified)
-8.6 | 10.5 | Cc1ccc(NC(=O)CC(NCCN2CCOCC2)C(=O)O)cc1Cl (stereo unspecified)
-11.4 | 4.8 | COc1ccc2nc(SCC(=O)NC(C)c3ccccc3)[nH]c2c1 (stereo unspecified)
-26.7 | 3.9 | COc1ccccc1N1CCN(C(=O)c2ccc(CSc3ccccc3)cc2)CC1
-18.1 | 20.0 | COCCn1c(Br)nc2c1c(=O)n(C)c(=O)n2C
-13.3 | 14.1 | CC1(C)C(=O)OC(c2ccccc2)C2(CCCC2)C1=O (stereo unspecified)
-19.1 | 15.3 | O=C(Nc1ccc(F)cc1)c1cc2c(s1)CCCC2
-21.0 | 30.4 | N#C/C(=C\c1ccco1)Sc1nc2ccccc2s1
-24.4 | 4.6 | COc1ccc(-n2ncc3c(Nc4cccc(C)c4)ncnc32)cc1
-12.4 | 34.8 | O=C(CC1C(=O)NCCN1Cc1ccccc1C(F)(F)F)NC1CCC1 (stereo unspecified)
7.2 | 15.4 | Cc1cc(Nc2ccc(F)cc2F)n2nc(C)nc2n1
-15.5 | 13.0 | O=C(COC(=O)[C@H](Cc1ccccc1)NC(=O)c1cccs1)NC1CCCCC1
-2.0 | 6.5 | CCC(=O)Oc1oc(-c2ccccc2)nc1C=Nc1ccccc1OC
-30.7 | 6.0 | CC1CC(C)CN(S(=O)(=O)c2ccc3c(c2)CCN3C(=O)C2CC2)C1 (stereo unspecified)
